Bioassay records deposited in PubChem BioAssay by several laboratories.
PTK2B oligo ant = antagonists of human Pyk2 oligomerization; Q14289; Q293 cells, Pyk2 FERM NanoBiT luminescence; hits give low values; z-score (the deposit names both 25 µM and 10 µM); actives 0.83% (n = 99,000); AID 1347419;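 active means Z-score of -3 or lower, scaled per plate to the spread of control and sample wells; inactive means z-score above -3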;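 further: negative z-score means lost luminescence so less FERM oligomerization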
Target sequence (Q14289 whole entry, looked up): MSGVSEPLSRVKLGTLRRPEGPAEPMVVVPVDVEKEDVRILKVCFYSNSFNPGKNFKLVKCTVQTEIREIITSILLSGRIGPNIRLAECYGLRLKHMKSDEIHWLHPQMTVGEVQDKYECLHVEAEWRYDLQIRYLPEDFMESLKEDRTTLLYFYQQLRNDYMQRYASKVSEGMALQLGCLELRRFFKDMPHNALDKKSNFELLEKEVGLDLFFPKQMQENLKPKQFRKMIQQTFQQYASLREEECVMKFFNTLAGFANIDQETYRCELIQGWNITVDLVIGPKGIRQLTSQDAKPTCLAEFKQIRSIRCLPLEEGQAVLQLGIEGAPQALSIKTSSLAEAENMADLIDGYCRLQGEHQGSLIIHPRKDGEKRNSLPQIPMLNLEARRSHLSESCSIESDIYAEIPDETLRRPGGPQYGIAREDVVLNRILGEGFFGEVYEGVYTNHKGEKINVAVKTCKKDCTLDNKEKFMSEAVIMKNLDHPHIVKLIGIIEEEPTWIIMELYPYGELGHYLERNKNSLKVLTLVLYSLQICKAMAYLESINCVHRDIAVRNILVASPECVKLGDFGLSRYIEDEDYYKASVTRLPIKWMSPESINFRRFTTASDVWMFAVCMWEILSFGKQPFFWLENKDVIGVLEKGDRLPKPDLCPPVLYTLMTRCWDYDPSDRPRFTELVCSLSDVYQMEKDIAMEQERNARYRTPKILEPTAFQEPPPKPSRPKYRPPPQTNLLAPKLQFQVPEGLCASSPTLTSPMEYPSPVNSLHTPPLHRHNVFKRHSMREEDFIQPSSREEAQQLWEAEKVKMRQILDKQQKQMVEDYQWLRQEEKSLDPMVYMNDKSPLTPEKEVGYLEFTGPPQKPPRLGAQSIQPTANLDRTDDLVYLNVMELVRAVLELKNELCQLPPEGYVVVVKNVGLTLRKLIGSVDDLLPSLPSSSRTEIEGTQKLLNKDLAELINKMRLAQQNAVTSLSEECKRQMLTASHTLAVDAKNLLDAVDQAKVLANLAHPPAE
EphB4 ephrin blk = antagonists of human EphB4-ephrin-B2 interaction; P54760; EphB4 LBD / TNYL-RAW-Alexa532 peptide, fluorescence polarization; inhibition, % at 7 µM; actives 0.15% (n = 97,000); AID 720;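 active means inhibition above the screen-wide mean inhibition plus 3 SD, cut at about 15% in these data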;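 further: 0% = DMSO wells and 100% = excess unlabeled TNYL-RAW peptide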
* = called active by the depositor; nt = not tested or not shown.

PTK2B oligo ant,EphB4 ephrin blk,Molecule
2.1,nt,COc1ccc(/C=C/C(=O)OCC(=O)Nc2ccc(C)cc2)cc1S(=O)(=O)N1CCOCC1
0.3,nt,CSc1nnc(-c2cc(C)on2)n1-c1ccccc1
0.09,nt,CC(=O)Nc1cccc(N/C=C(\C=O)c2nc3ccccc3o2)c1
-0.56,nt,Cc1ccc(-c2cc(C(=O)NCc3cnn(C)c3)c3cc(Br)ccc3n2)cc1
0.77,nt,CN(C)S(=O)(=O)c1cccc(NC(=S)N/N=C/C(c2ccccc2)c2ccccc2)c1
-0.92,nt,Nn1cnnc1N/N=C\c1ccc(-c2ccccc2[N+](=O)[O-])o1
0.08,nt,Cc1sc2nc(CSCC(=O)Nc3ccccc3C#N)[nH]c(=O)c2c1C
2.2,nt,CCc1cccc(NC(=O)Cn2c3[n+](c4ccc(C(F)(F)F)cc42)CCCCC3)c1
-0.64,nt,CCCOc1ccc(/C=N/NC(=O)CSCc2ccc([N+](=O)[O-])cc2)cc1OCC
0.66,nt,CCN1CNC(=S)N(Cc2ccccc2)C1
-0.57,nt,O=C(Cc1ccc2c(c1)OCCO2)N1CCN(S(=O)(=O)c2cccc(Cl)c2Cl)CC1
-0.27,nt,Cc1ccc(N2C(=O)C3C4C=CC(CNC(=S)Nc5cccc(Cl)c5)(O4)C3C2=O)cc1 (stereo unspecified)
-2.2,nt,CC(=O)Nc1ccc(OCC(O)Cn2c3ccccc3c3ccccc32)cc1 (stereo unspecified)
1,nt,CCn1c(-c2csc3c2CCC(C)C3)n[nH]c1=S (stereo unspecified)
-1.9,nt,Cc1cc(C)nc(N/N=C/c2ccccc2OCc2cccc(Br)c2)n1
0.07,nt,O=S(=O)(NC1=NCCC1)c1cccc(NS(=O)(=O)c2ccc(OC(F)(F)F)cc2)c1
1.2,nt,CC(C)c1onc(C(=O)N(C)Cc2ccccc2)c1[N+](=O)[O-]
-0.07,nt,Cc1cc(C)nc(N/N=C/c2ccccc2OCc2ccccc2)n1
-0.9,nt,CCOCCCNC(=O)CN1C(=O)/C(=C\c2ccc(C)cc2)Sc2ccccc21
1.4,nt,CCOc1ccc(N2C(=O)C3C(c4ccccc4)=NN(c4ccccc4)C3C2=O)cc1 (stereo unspecified)

5 compounds already listed, sorted by the value under PTK2B oligo ant, highest first.
PTK2B oligo ant,EphB4 ephrin blk,Molecule
0.08,nt,Cc1sc2nc(CSCC(=O)Nc3ccccc3C#N)[nH]c(=O)c2c1C
-0.07,nt,Cc1cc(C)nc(N/N=C/c2ccccc2OCc2ccccc2)n1
-0.27,nt,Cc1ccc(N2C(=O)C3C4C=CC(CNC(=S)Nc5cccc(Cl)c5)(O4)C3C2=O)cc1 (stereo unspecified)
-0.57,nt,O=C(Cc1ccc2c(c1)OCCO2)N1CCN(S(=O)(=O)c2cccc(Cl)c2Cl)CC1
-1.9,nt,Cc1cc(C)nc(N/N=C/c2ccccc2OCc2cccc(Br)c2)n1

Further compounds follow:
PTK2B oligo ant,EphB4 ephrin blk,Molecule
-0.93,nt,COc1ccc(Br)cc1/C=C/C(=O)Nc1ccc(C)cc1
0.14,nt,CCCCCC(=O)Nc1ccc2ccccc2c1
-2.1,nt,Cc1ccc(S(=O)(=O)Nc2ccc(C(OC(=O)c3ccccc3[N+](=O)[O-])(C(F)(F)F)C(F)(F)F)cc2)cc1
0.19,nt,CC(C)(C)C(=O)NC(NC(=O)C(C)(C)C)c1ccc([N+](=O)[O-])cc1
0.41,nt,CCC(SC1=NCCS1)C(=O)Nc1ccc(S(N)(=O)=O)cc1 (stereo unspecified)
0.23,nt,C=C(C)CNC(=S)NNC(=O)CCn1c2ccc(Cl)cc2c2cc(Cl)ccc21
0.79,nt,N#Cc1cccc(NC(=O)Cn2c3[n+](c4ccc(C(F)(F)F)cc42)CCCCC3)c1
3.3,nt,O=C(Nc1cc(C(F)(F)F)ccc1Cl)C(NCc1ccccc1)c1ccccc1 (stereo unspecified)
1.5,nt,Cc1ccsc1C(=O)N/N=C/c1ccc2c(c1)OCO2
-0.05,nt,Cc1ccc(S(=O)(=O)c2cc3cc(Br)ccc3oc2=O)cc1
0.51,nt,O=[N+]([O-])c1ccc(S(=O)(=O)CC2CSc3nc4ccccc4n32)cc1 (stereo unspecified)
1.4,nt,CCOC(=O)/C(C#N)=C/c1c(Oc2cc(C)cc(C)c2)nc2ccccn2c1=O
-1.9,nt,CC/C(=N/Nc1cccc(C)c1)c1cnnc(SC)n1
1.2,nt,O=C(CCC(NC(=O)OCc1ccccc1)C(=O)OCc1ccccc1)NCC(=O)OCc1ccccc1 (stereo unspecified)
-0.26,nt,O=C(Cc1ccc(F)cc1)Nc1cccc2cccnc12
-2.3,nt,Cn1c(=O)c2c(nc(N/N=C/c3ccc(OC(=O)c4ccco4)cc3)n2Cc2ccc(F)cc2)n(C)c1=O
-0.46,nt,COC(=O)c1ccc(C)c(NC(=O)c2ccc(Cn3cc([N+](=O)[O-])cn3)o2)c1
1.4,nt,COc1ccc(C(=O)OCCNC(=O)c2ccncc2)cc1OC
-0.04,nt,CC(C)C(=O)Nc1nnc(SCC(=O)Nc2ccc3c(c2)OCO3)s1
0.19,nt,Cc1ccc(Nc2nc(NCCCN3CCOCC3)nc(N)c2[N+](=O)[O-])cc1
0.51,nt,O=C(CSc1ccccn1)N/N=C/c1cccc([N+](=O)[O-])c1
0.02,nt,C/C(CC(=O)Nc1ccc(F)cc1)=N\NC(=O)Cc1csc(N)n1
-0.01,nt,O=C(COc1cccc(F)c1)N1c2ccccc2Sc2ccccc21
0.77,nt,CCOc1ccc(NC(=O)CC2C(=O)N(C)C(=S)N2Cc2ccco2)cc1 (stereo unspecified)
0.02,nt,Cc1ccc(C(=O)NNC(=O)CCCN2C(=O)/C(=C/c3ccccc3Cl)SC2=S)cc1
-1.5,nt,COc1ccc(C(=O)Oc2cccc(Nc3ncnc4ccccc34)c2)cc1OC
0.79,nt,Cc1cc(C(=O)O)c(CSc2ncn[nH]2)o1
0.31,nt,CCN(CC(=O)NCc1ccc(F)cc1)C(=O)COc1ccc(C)c(C)c1
-2.7,nt,O=C(/C(=N/N=C/c1ccc(O)c(O)c1O)c1ccccc1)c1ccccc1
-0.66,nt,O=C(N/N=C/c1ccc(O)cc1)c1cc[n+](Cc2ccccc2)cc1
1.6,nt,CCCCNCCOCCOc1ccc(Cl)cc1Br
1.2,nt,O=C(NCC1CCCO1)C(=O)NCC(c1ccco1)N1CCN(c2ccc(F)cc2)CC1 (stereo unspecified)
-0.39,nt,CN(CCC#N)c1ccc(/C=C(\C#N)c2ccccn2)cc1
0.37,nt,Cc1ccccc1Nc1nc2ccccc2s1
-1.6,nt,Cc1ccc(NC(=O)c2cc(-c3ccccc3)nn2-c2ccccc2)cc1
0.17,nt,CC(C)C[C@H](NC(=O)C1(c2ccccc2)CCN(C(=O)[C@H]2CSCN2C(=O)OC(C)(C)C)CC1)C(=O)O
-0.38,nt,C=CCn1c(SCc2nc3sc4c(c3c(=O)[nH]2)CCCC4)nc2ccccc2c1=O
0.47,nt,CCCOC(=O)c1ccc(NC(=O)C(=O)NCC2CCCO2)cc1 (stereo unspecified)
-1.4,nt,Nc1nn(-c2ccccc2)c(N)c1N=Nc1ccccc1
0.19,nt,O=C(CN1CCN(S(=O)(=O)c2ccc(Cl)cc2)CC1)Nc1ccc(N2CCOCC2)cc1
-1.2,nt,O=C(Cc1ccc(Cl)cc1)Nc1ccc(-c2cc3ccccc3oc2=O)c(Cl)c1
-1.1,nt,Cc1ccc(S(=O)(=O)NNC(=O)C(O)(c2ccccc2C)c2ccccc2C)cc1
0.47,nt,O=C(O)CCCNC(=O)c1cccc(C(=O)NCCCC(=O)O)n1
0.56,nt,CC(C)(C)C1CCC(=NNC(=O)c2cc(-c3ccccc3)n[nH]2)CC1 (stereo unspecified)
0.03,nt,CCOc1ccc(NC(=O)c2cccnc2Cl)c([N+](=O)[O-])c1
1.2,nt,O=C1c2ccccc2CN1CCSC(=S)N1CCOCC1
1,nt,COc1ccc(/C(C)=N/OC/C(O)=C(\C#N)c2nc3ccccc3[nH]2)cc1
0.03,nt,COc1ccc(/C=N/NC(=S)Nc2ccccc2)cc1COc1ccc(F)cc1
1.1,nt,COc1ccccc1N1CCN(C(=O)CSc2nnc3c4ccccc4n(CC(=O)O)c3n2)CC1
0.9,nt,Cc1cc(C)c(NC(=O)COC(=O)c2ccc([N+](=O)[O-])s2)c(C)c1
-0.3,nt,Cc1ccc(-c2nc(N)sc2CC(=O)OCC(=O)N2C(C)CCCC2C)cc1 (stereo unspecified)
0.69,nt,COCCn1c(C)cc(C(=O)CSc2nc3ccccc3s2)c1C
-0.5,nt,CC1(C)CC(=O)C2=C(C1)OC(c1ccc(O)cc1)C(C#N)=C2N (stereo unspecified)
-0.49,nt,COc1ccc(C(=O)/C=C/c2ccc(OC(=O)c3cc(OC)c(OC)c(OC)c3)cc2)cc1
-0.36,nt,CCCC(=O)NC(=S)Nc1ccc(S(=O)(=O)Nc2ccc(OCC)cc2)cc1
0.17,nt,CCOP(=O)(OCC)C(Nc1ccccn1)c1ccccc1 (stereo unspecified)
-0.56,nt,O=C(NCCN1C(=O)S/C(=C\c2ccccc2)C1=O)C1CCN(S(=O)(=O)c2cccs2)CC1
-0.44,nt,CCSc1nnc(NC(=O)[C@@H](NC(=O)c2cccc(C)c2)C(C)C)s1
1.1,nt,OCCNCCCCOc1ccc(OCc2ccccc2)cc1
-0.68,nt,Cc1ccc(C2C(C(N)=S)=C(N)OC3=C2C(=O)CC(C)(C)C3)cc1 (stereo unspecified)

Given with two lines to a compound: entries from further up.
Results follow in this order: PTK2B oligo ant | EphB4 ephrin blk
Cc1ccc(-c2nc(N)sc2CC(=O)OCC(=O)N2C(C)CCCC2C)cc1 (stereo unspecified)
→ -0.3 | nt
COCCn1c(C)cc(C(=O)CSc2nc3ccccc3s2)c1C
→ 0.69 | nt
CC1(C)CC(=O)C2=C(C1)OC(c1ccc(O)cc1)C(C#N)=C2N (stereo unspecified)
→ -0.5 | nt
COc1ccc(C(=O)/C=C/c2ccc(OC(=O)c3cc(OC)c(OC)c(OC)c3)cc2)cc1
→ -0.49 | nt

Next part.
PTK2B oligo ant,EphB4 ephrin blk,Molecule
0.15,nt,CC1=CCC2C(=O)N(c3ccccc3OC(=O)c3ccccc3F)C(=O)C2C1 (stereo unspecified)
-0.68,nt,O=C(c1sc2cccc(F)c2c1Cl)N1CCN(c2ncccn2)CC1
2.9,nt,S=c1[nH]nc(C2CCCCC2)n1/N=C/c1ccco1
0.03,nt,O=C(CSc1nc2[nH]ncc2c(=O)[nH]1)NCc1ccc(F)cc1
0.37,nt,CCOC(=O)c1ccc(NC(=S)N2CCSC2c2ccc(Cl)cc2)cc1 (stereo unspecified)
0.4,nt,O=C1/C(=C/c2ccccc2)Oc2cc(OC(=O)N3CCOCC3)ccc21
-0.48,nt,COCc1cc(/C=N\NC(=O)Cc2ccc(OC)cc2)ccc1OC
0.77,nt,COc1ccc(OC)c(NC(=O)COC(=O)CSc2ccc(Cl)cc2)c1
-0.26,nt,NC(=O)CCC(NS(=O)(=O)c1ccc(Cl)cc1)C(=O)NCc1ccccc1Cl (stereo unspecified)
0.71,nt,N#Cc1ncc(-c2ccc3c(c2)OCCOCCOCCOCCO3)nc1C#N
-0.43,nt,Nc1ccc(N2CCN(CCCCN3C(=O)C4CCCN4C3=O)CC2)cc1 (stereo unspecified)
0.92,nt,Cc1ccc(NC(=O)/C=C\C(=O)NCC(=O)O)cc1C
-0.56,nt,Cc1c(Cl)cccc1NC(=S)NCCC(c1ccccc1)c1ccccc1
-2.4,nt,O=C(N/N=C/c1cn(-c2ccccc2)nc1-c1cccs1)c1ccccc1F
1.3,nt,CC(C)CCNC(=O)c1c[nH]c2ccc(S(=O)(=O)N3CCC4(CC3)OCCO4)cc2c1=O
0.58,nt,Nc1ccnn1Cc1cccs1
-0.68,nt,CC(C)C1OC2(C)OC(=N)C1(C#N)C(C#N)(C#N)C2c1ccccc1 (stereo unspecified)
2.3,nt,O=S(=O)(NCC(c1ccco1)N1CCN(c2ccccc2)CC1)c1ccc(F)cc1 (stereo unspecified)
-2.3,nt,O=S(=O)(Nc1c(S(=O)(=O)c2ccccc2)c2nc3ccccc3nc2n1C1CCCCC1)c1ccccc1
2,nt,COc1ccc(-c2noc(=O)[nH]2)cc1
-0.73,1,O=C(Nc1ncc(Cc2ccccc2Cl)s1)C1CCCO1 (stereo unspecified)
0.36,3,O=C(Nc1ccc2c(c1)OCCO2)c1cnc2ccccn2c1=O
-1.2,-6,COC(=O)c1ccccc1NC(=O)CN(c1ccc(OC)cc1)S(C)(=O)=O
0.58,-9,CCCCc1nc(S(=O)(=O)c2ccc(Cl)cc2)c(N2CCOCC2)o1
-1.3,-3,Cc1nn(Cc2cccc(C(=O)NC34CC5CC(CC(C5)C3)C4)c2)c(C)c1Br
0.12,4,Cn1c(SCC(=O)NCc2ccco2)nnc1-c1ccccc1
0.3,3,CC1=NNC(=O)C1C(c1ccc(F)cc1)C(C#N)C#N (stereo unspecified)
-0.53,3,Cc1ccc(OCC(=O)Nc2ccc(F)cc2)cc1C
2.2,-4,CC(=O)c1cccc(NC(=S)NCCC2=CCCCC2)c1
0,3,CCCC(=O)Nc1cc(-c2nn(C)c(=O)c3ccccc23)ccc1N1CCCCC1
-0.16,6,Cc1cc(C)cc(-n2nnnc2SCC(=O)N2CCOCC2)c1
-0.12,-5,Clc1ccc(Cl)c(-c2nn3c(Cn4cnc5ccccc54)nnc3s2)c1
0.4,11,O=C(Oc1cccc(-n2cnnn2)c1)c1ccco1
-0.12,-4,Cc1cc(NC(=O)CCC(=O)N(Cc2ccco2)C(C(=O)NC2CCCCC2)c2ccccc2)no1 (stereo unspecified)
0.07,4,CC12CCC(C(=O)N(CSC(=S)N/N=C\c3ccccc3O)C1=O)C2(C)C (stereo unspecified)
-0.42,4,COC(=O)c1c(NC(=O)c2ccnn2C)sc(C)c1C
-0.94,-1,CC1=C(C(=O)OC(C)C)C(c2cccnc2)C2=C(CC(C)(C)CC2=O)N1 (stereo unspecified)
0.17,-7,COc1ccccc1CC(NC(C)=O)C(=O)N1CCN(C(=O)c2cccs2)CC1 (stereo unspecified)
-0.52,6,COc1ccc(C(=S)N2CCCC2)cc1

A portion of the library; the hit share may differ from the screen's.
